Arr AP2 block: inhibitors of beta-arrestin/AP2 binding, primary screen, biochemical, GPCR trafficking, flow cytometry | beta-arrestin 1 C-terminal peptide binding to AP2 beta2-adaptin appendage (human) | FITC-arrestin peptide / GST-AP2 beads; AP2 beta2 appendage carries R879A mutation | inhibition, % at 10 µM | 0.31% of 340,000 active | AID 504490, 2011;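 active means inhibition above a set limit, near 3 SD of compounds lacking own fluorescence, cut at about 54% in these data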;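 further: plate controls were DMSO wells for no effect and 5 µM unlabelled arrestin peptide for full effect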
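System: GST-tagged AP2 beta2-adaptin appendage (R879A) on 4 µm glutathione beads / Reagent: FITC-arrestin peptide, 50 nM / Detection: HyperCyt-sampled flow cytometry, FL1 channel, ex 488/em 535 nm / Timing: 12 min plus 1 h, RT / Buffer or medium: PBS plus Tween 20 (0.05%) and BSA (0.1%)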
dFosB activator: activators of delta FosB homodimer, primary screen, biochemical, fluorescence polarization, TAMRA-CDK5 oligo, single point; AID 493131, 2011; 0.99% of 340,000 active; activation, % at 25 µM; purified delta FosB; percent of positive-control signal above neutral wells;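 active means mean activation above about 17%, with every replicate also reaching it, limit read from the data, passing the limit was not always enough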;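 further: fluorescence polarization rise as delta FosB binds a TAMRA Cdk5 AP-1 oligo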
Target sequence (P13346 whole entry, looked up): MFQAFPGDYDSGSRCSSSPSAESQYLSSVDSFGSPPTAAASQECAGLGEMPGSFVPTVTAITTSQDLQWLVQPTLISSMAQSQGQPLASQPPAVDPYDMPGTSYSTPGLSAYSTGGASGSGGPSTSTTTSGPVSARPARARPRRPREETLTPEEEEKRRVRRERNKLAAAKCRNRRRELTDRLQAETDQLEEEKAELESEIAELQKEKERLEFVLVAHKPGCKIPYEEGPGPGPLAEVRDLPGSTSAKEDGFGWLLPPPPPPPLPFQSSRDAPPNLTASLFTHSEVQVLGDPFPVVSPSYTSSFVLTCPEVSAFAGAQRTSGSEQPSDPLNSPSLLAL
SUMO Mot1 rescue: yeast Mot1-301 growth rescue at high temperature, primary screen, SUMOylation pathway inhibitor project, S. cerevisiae, ATP luminescence, 38.5C. growth rescue, % at 18.8 µM. 1% of 320,000 active. AID 2716, 2010. S. cerevisiae Mot1-301 growth rescue; percent above DMSO median, 100 means doubled;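 active means every valid replicate shows activation above 250% relative to neutral control wells; inactive means the rest, any valid replicate at or below 250%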;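 further: OY570 slx delta 5 strain wells were the positive control but not used for scaling; some compounds called inactive have numbers as strong as hits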
PKA-R1A activ: activators of PKA-R1A holoenzyme, primary screen, biochemical, fluorescence polarization, Cy5-IP20, bovine R1A, mouse PKAc. cAMP-dependent protein kinase type I-alpha regulatory subunit (Bos taurus) + …. PKA-R1A dissociation; scaled: DMSO 0%, 113 µM cGMP 100%. activation, % at 11.4 µM. 0.083% of 340,000 active;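 active means percent activation above the mean of all tested compounds plus 3 SD, cut at about 19% in these data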;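 further: higher means more PKAc released from R1A so a rise in polarization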
SR-BI HDL uptake: inhibitors of SR-BI mediated HDL lipid uptake, primary screen, ldlA[mSR-BI] cells, fluorescence, single point | AID 488896, 2010 | ldlA[mSR-BI] CHO cells, DiI-HDL uptake fluorescence, 3 h | 0.96% of 320,000 active | inhibition, % at 12.5 µM;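 active means mean replicate inhibition of at least 70% and a set share of replicates each scoring 70 or more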;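 further: 0% = median of neutral control wells and 100% = median of positive control wells; values of inactives mirror those of a sister screen read the other way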
Target sequence (Q61009 whole entry, looked up): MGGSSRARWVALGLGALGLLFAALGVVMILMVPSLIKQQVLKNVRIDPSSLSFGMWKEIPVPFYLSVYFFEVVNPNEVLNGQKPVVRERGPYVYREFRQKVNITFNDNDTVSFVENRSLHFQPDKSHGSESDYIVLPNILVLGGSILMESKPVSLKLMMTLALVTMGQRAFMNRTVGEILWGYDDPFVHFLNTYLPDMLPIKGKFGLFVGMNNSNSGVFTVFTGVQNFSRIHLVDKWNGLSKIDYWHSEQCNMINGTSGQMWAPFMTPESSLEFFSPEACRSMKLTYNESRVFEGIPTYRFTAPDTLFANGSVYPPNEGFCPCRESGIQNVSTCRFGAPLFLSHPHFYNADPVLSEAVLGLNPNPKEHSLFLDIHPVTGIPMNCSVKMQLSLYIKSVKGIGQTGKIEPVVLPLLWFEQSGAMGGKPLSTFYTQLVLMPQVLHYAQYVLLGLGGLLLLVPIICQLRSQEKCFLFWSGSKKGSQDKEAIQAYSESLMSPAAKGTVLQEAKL
Pemphigus Ab inh: inhibitors of pemphigus antibody binding to DSG3, primary screen, biochemical, bead-based, flow cytometry, scFv-GFP | binding (percent of control), % at 10 µM | AID 588358, 2011 | DSG3-coupled beads, scFv-anti-DSG3-GFP binding; hits give low values | 0.48% of 310,000 active | Desmoglein-3 (Homo sapiens), P32926;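 active means binding more than 3 SD below its plate's average and above zero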;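 further: hits lower antibody fragment binding to DSG3; some compounds called inactive have numbers as strong as hits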
SR-BI uptake up: activators of SR-BI mediated DiI-HDL uptake, primary screen, ldlA[mSR-BI] CHO cells, DiI fluorescence; 3 h; 100 = double the neutral-control signal; activation, % at 12.5 µM; 0.096% of 320,000 active;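 active means mean replicate activation of at least 60% and every replicate at or above 60%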;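 further: 0% = median plate neutral-control signal and 100% = twice that signal; values of inactives mirror those of a sister screen read the other way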
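Test system: SR-BI-overexpressing, LDLR-lacking CHO cells. Measured by: DiI fluorescence, bottom read. Medium: Ham's F12 with 0.5% BSA, HEPES 25 mM, pH 7.4. Timing: 3 h uptake period with compound, 37 °C.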
NSD2 inh: NSD2 histone methyltransferase inhibitors, primary screen, biochemical, AlphaScreen, single concentration, set 2; inhibition, % at 12.5 µM; 0.54% of 310,000 active; NSD2 peptide methylation, 120 min; in the data active means inhibition above about 50%
CDK5 inh: inhibitors of human CDK5/p35 kinase, primary screen, biochemical, single concentration; Cyclin-dependent kinase 5 (Homo sapiens) + Cyclin-dependent kinase 5 activator 1 (Homo …; Recombinant CDK5/p35, ADP-Glo luminescence, 60 min; inhibition, % at 10 µM; 0.01% of 330,000 active; AID 488839, 2010;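 active means highest replicate inhibition of at least 50% and at least 75% of replicates reaching 50%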;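 further: plate controls were DMSO neutral control for no effect and GW8510 at 10 µM for full effect; many of its hits are not listed in these tables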
MITF TRPM1 HTS: activators of MITF-driven TRPM1 promoter reporter, primary screen, cell-based, SK-MEL-5, luciferase, single point. activation, % at 12.5 µM. SK-MEL-5 TRPM1-promoter luciferase, 24 h; % of positive control, neutral wells = 0. AID 588334, 2011. 0.75% of 300,000 active;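 active means mean activation of at least 80% with every replicate also reaching 80%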;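 further: 0% = neutral control wells and 100% = parthenolide positive control wells; values of inactives mirror those of a sister screen read the other way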
PKA-R2B activ: activators of PKA-R2B holoenzyme, primary screen, biochemical, fluorescence polarization, Cy5-IP20, human | cAMP-dependent protein kinase catalytic subunit beta (Homo sapiens) + cAMP-dependent … | PKA-R2B holoenzyme dissociation; R2B truncated from residue 108, S112A mutant; 0% DMSO only, 100% 113 µM cGMP | activation, % at 11.4 µM | 0.079% of 340,000 active;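 active means activation above a cutoff set at the mean over all compounds plus 3 SD, cut at about 18% in these data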;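 further: higher means more holoenzyme dissociation and a rise in polarization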
Numbers without * were called inactive; nt = not tested or not shown. Rows were taken by chance; 4.7% or so of the library scored in one or more.

SMILES | Arr AP2 block | dFosB activator | SUMO Mot1 rescue | PKA-R1A activ | SR-BI HDL uptake | Pemphigus Ab inh | SR-BI uptake up | NSD2 inh | CDK5 inh | MITF TRPM1 HTS | PKA-R2B activ
O=C(O)c1ccccc1C(=O)Nc1ccccc1[N+](=O)[O-] | 8 | -3 | 173 | 11 | 8 | 89 | -8 | 0 | -1.3 | 11 | 7
CCN(CC)S(=O)(=O)c1ccc(OC)c(NC(=O)c2ccc([N+](=O)[O-])cc2)c1 | 35 | -3 | 20 | -6 | 24 | 100 | -24 | 3 | 4.9 | 3 | -11
C=CCNc1cccc(Br)c1 | 3 | 5 | 9 | -2 | -16 | 102 | 16 | nt | 1.2 | 3 | -7
COc1ccc(C(=O)Nc2ccc(S(=O)(=O)Nc3ncccn3)cc2)cc1OC | -3 | -5 | 5 | 3 | -4 | 108 | 4 | 0 | -2.8 | 4 | -9
CC(=O)Nc1ccc(NC(=O)CCCN2C(=O)c3ccccc3C2=O)cc1 | 44 | 1 | 13 | 6 | -49 | 109 | 49 | 2 | -0.3 | 1 | -2
Cc1cccc(C(C)C)c1NC(=O)COC(=O)COc1ccc2c(C)cc(=O)oc2c1 | 5 | 5 | -24 | -4 | 10 | 102 | -10 | -1 | -0.7 | 0 | -1
COc1cc(C(=O)Oc2ccccc2/C=N/NC(=O)c2ccc(C)cc2)cc(OC)c1OC | 5 | 1 | -7 | 0 | nt | 102 | nt | -2 | 0.9 | -5 | 11
CC(=O)c1nnn(-c2cccc([N+](=O)[O-])c2)c1C | 4 | -3 | 9 | -6 | -25 | 99 | 25 | -1 | 0.4 | -4 | 5
COc1ccc(-c2cn3cccc(C)c3n2)cc1F | 3 | 1 | 0 | 7 | 20 | 86 | -20 | nt | 0.4 | 92* | -1
O=c1cc(-c2ccccc2)[nH]n2cnnc12 | 18 | -4 | -6 | -5 | -17 | 96 | 17 | 0 | 0.8 | -25 | -4
N=c1oc2ccccc2cc1-c1nc2ccccc2c(=O)[nH]1 | 5 | -26 | 8 | 2 | -7 | 97 | 7 | nt | 0.1 | 4 | -9
COc1ccc(NC(=O)CN2CCN(c3ccc(F)cc3)CC2)cc1Cl | 3 | -14 | 5 | -13 | 17 | 97 | -17 | -1 | -2.8 | 5 | -7
COc1ccc(NC(=O)C2=CC(c3ccc(C)cc3)=NS(=O)(=O)N2C)cc1OC | -9 | -8 | -22 | -2 | 17 | 97 | -17 | nt | -0.5 | -1 | -5
O=C(CSc1nnc(COc2ccccc2F)n1-c1ccccc1)NCc1ccco1 | 5 | 2 | -24 | -5 | -19 | 100 | 19 | 4 | -1.9 | -5 | -11
Cc1ccccc1NC(=S)NCC(c1cccnc1)N1CCOCC1 (configuration not stated) | 4 | 2 | 1 | -24 | -40 | 102 | 40 | -2 | -0.8 | -5 | -11
CCOC(=O)CSc1nnc(COc2ccc3ccccc3c2)o1 | 2 | -18 | -9 | 2 | -18 | 114 | 18 | -4 | 0.8 | nt | 7
O=C(NC(=S)Nc1cc(Cl)ccc1N1CCOCC1)c1ccccc1[N+](=O)[O-] | 3 | 0 | 21 | -4 | 49 | 104 | -49 | 0 | -1.9 | 6 | -8
CC(=O)OCCCn1c(C)[n+](C)c2cc(Cl)c(Cl)cc21 | -13 | -1 | 8 | -2 | 2 | 95 | -2 | 1 | -0.3 | -17 | 6
CC1CCN(S(=O)(=O)c2cn(C)c(=O)n(C)c2=O)CC1 | -3 | -3 | -5 | -2 | -4 | 94 | 4 | nt | 0.1 | 2 | -3
Cn1c(SCC(=O)Nc2ccc3c(c2)OCO3)nnc1-c1cnccn1 | -7 | -6 | 7 | 3 | -14 | 101 | 14 | 18 | -1.0 | -4 | 8
CCC(C)OC(=O)C1=C(C)O[C@]23OC(N)=C(C#N)[C@]12C(=O)c1ccccc13 (some centres not stated) | 18 | -6 | -28 | 0 | 6 | 98 | -6 | 3 | 0.0 | nt | -4
COc1ccc(C(=O)C2CCN(C(=S)NCCc3ccc(OC)c(OC)c3)CC2)cc1 | -8 | -12 | 4 | -3 | 67 | -9.4* | -67 | -2 | 1.0 | -1 | -4
COc1ccc(C(=O)N2CCc3cc(OC)c(OC)cc3C2c2cccc([N+](=O)[O-])c2)cc1OC (configuration not stated) | 4 | -1 | -18 | 2 | 11 | 103 | -11 | 4 | 0.9 | 9 | 5
CCOC(=O)N1N=C(CC)CC1(O)C(F)(F)F (configuration not stated) | 1 | -2 | 11 | -1 | -13 | 89 | 13 | -1 | -0.5 | -4 | 2
CCOC(=O)CCNCc1ccc(F)cc1 | 33 | 1 | -10 | -5 | -6 | nt | 6 | -6 | -0.2 | 1 | -3
CC(=O)N1CCN(Cc2nc3cc(NS(C)(=O)=O)ccc3n2C)CC1 | -20 | 0 | -3 | -11 | -33 | 121 | 33 | 1 | -2.0 | 1 | -1
CC(NC(=O)c1ccccc1)c1ccc(Br)cc1 (configuration not stated) | -25 | 2 | -31 | 3 | -11 | 107 | 11 | 0 | -15 | -8 | -8
COC(=O)[C@@H](NC(=O)NCc1cccc(OC)c1)C(C)C | -5 | 2 | 4 | -2 | -23 | 92 | 23 | -2 | -1.2 | -4 | 1
C=CCNC(=O)/C(C#N)=C/c1ccccc1Cl | 3 | 0 | -15 | -3 | -1 | 100 | 1 | -6 | 3.7 | 6 | -20
COc1ccc(NS(=O)(=O)c2ccc(-c3coc(C)n3)cc2)cc1 | 10 | -6 | -11 | 11 | -13 | 86 | 13 | -5 | nt | 6 | -6
O=[N+]([O-])c1cccc(/C=N/Nc2ncc(Br)cn2)c1 | -8 | 9 | 36 | 2 | nt | 114 | nt | -3 | 1.1 | nt | 3
CNC(=S)N/N=C1\CC(c2ccccc2)Oc2ccccc21 (configuration not stated) | 16 | -4 | 12 | -2 | 21 | 105 | -21 | -1 | 2.1 | -8 | 3
CN1C(=O)[C@H]2[C@@H](C3CC3)N3C(=O)CN(Cc4ccccc4)C(=O)[C@@]3(C)[C@H]2C1=O | -3 | -4 | 12 | -5 | -7 | 107 | 7 | nt | -1.0 | 1 | 1
CCOc1ccccc1NC(=O)CN1CCc2ccccc2C1 | 1 | 1 | -23 | 2 | -8 | 100 | 8 | -1 | 0.8 | nt | -7
Cc1nc(N2CCOCC2)c2cc(-c3ccccc3)sc2n1 | -6 | -6 | -31 | 1 | 34 | 103 | -34 | -2 | 0.9 | 46 | 4
COc1cc(C(=O)NCCNc2nc3cc(C)ccc3cc2C#N)cc(OC)c1OC | -2 | -8 | -13 | 8 | 23 | 113 | -23 | -1 | 0.8 | nt | 4
CC(C)c1ccc(/C=C2\NC(=O)NC2=O)cc1 | 0 | -3 | 0 | -8 | 3 | 98 | -3 | -3 | 0.4 | 20 | 10
Cc1nn(C)c(C(=O)N/N=C/c2cccnc2)c1Br | 3 | -5 | 15 | -1 | -7 | 106 | 7 | -2 | -2.4 | -7 | -6
O=C(NC(=S)Nc1ccc(N2CCCCC2)c(Cl)c1)c1cccs1 | -26 | 4 | 5 | -4 | 0 | 97 | 0 | 8 | -0.2 | -3 | 1

A draw from above in order of molecular weight, lowest first.
SMILES | Arr AP2 block | dFosB activator | SUMO Mot1 rescue | PKA-R1A activ | SR-BI HDL uptake | Pemphigus Ab inh | SR-BI uptake up | NSD2 inh | CDK5 inh | MITF TRPM1 HTS | PKA-R2B activ
CCOC(=O)CCNCc1ccc(F)cc1 | 33 | 1 | -10 | -5 | -6 | nt | 6 | -6 | -0.2 | 1 | -3
CC(C)c1ccc(/C=C2\NC(=O)NC2=O)cc1 | 0 | -3 | 0 | -8 | 3 | 98 | -3 | -3 | 0.4 | 20 | 10
C=CCNC(=O)/C(C#N)=C/c1ccccc1Cl | 3 | 0 | -15 | -3 | -1 | 100 | 1 | -6 | 3.7 | 6 | -20
CC(NC(=O)c1ccccc1)c1ccc(Br)cc1 (configuration not stated) | -25 | 2 | -31 | 3 | -11 | 107 | 11 | 0 | -15 | -8 | -8
CCOc1ccccc1NC(=O)CN1CCc2ccccc2C1 | 1 | 1 | -23 | 2 | -8 | 100 | 8 | -1 | 0.8 | nt | -7
Cc1nc(N2CCOCC2)c2cc(-c3ccccc3)sc2n1 | -6 | -6 | -31 | 1 | 34 | 103 | -34 | -2 | 0.9 | 46 | 4
COc1ccc(NS(=O)(=O)c2ccc(-c3coc(C)n3)cc2)cc1 | 10 | -6 | -11 | 11 | -13 | 86 | 13 | -5 | nt | 6 | -6
CCC(C)OC(=O)C1=C(C)O[C@]23OC(N)=C(C#N)[C@]12C(=O)c1ccccc13 (some centres not stated) | 18 | -6 | -28 | 0 | 6 | 98 | -6 | 3 | 0.0 | nt | -4
COc1cc(C(=O)NCCNc2nc3cc(C)ccc3cc2C#N)cc(OC)c1OC | -2 | -8 | -13 | 8 | 23 | 113 | -23 | -1 | 0.8 | nt | 4
COc1ccc(C(=O)C2CCN(C(=S)NCCc3ccc(OC)c(OC)c3)CC2)cc1 | -8 | -12 | 4 | -3 | 67 | -9.4* | -67 | -2 | 1.0 | -1 | -4

Source: PubChem BioAssay
